High-throughput results as filed in PubChem BioAssay.
mHTT-CaM PPI inh = inhibitors of human mutant huntingtin-calmodulin interaction | AlphaScreen His-mHTT/GST-CaM binding, luminescence | P42858 | 190,000 compounds, 3.6% hits | inhibition, % at 15 µM | AID 1671202;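 further: 0% = both proteins with DMSO and 100% = one protein alone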
Pf apPOL block = Pf-apPOL DNA polymerase inhibition | Recombinant Pf-apPOL, molecular beacon fluorescence, 1.5 h | inhibition, % at 10 µM | 210,000 compounds, 0.25% hits | AID 1794808
* hit, by the source's call; nt = not tested or not shown; & = joins results of further samples. No stated cut-off is given here; in the data, active means inhibition above about 50%; inactive means the rest. Rows were taken by chance, and some 3.5% of all compounds hit somewhere here.

SMILES	mHTT-CaM PPI inh	Pf apPOL block
COc1ccc(NC(=O)N2CCCC2c2nc(-c3ccc(OC)cc3)no2)cc1 (centres undefined)	3	-4
N#CC(C#N)C(C#N)(C#N)C1CCC/C(=C\c2ccco2)C1=O (centres undefined)	99*	2
CN(C)c1ccc(C=C(C#N)S(C)(=O)=O)c(Cl)c1	nt	5
Cc1cc(F)ccc1NC(=S)NN=Cc1cccs1	nt	-43
CCn1nccc1C(=O)N1CCC(n2c(-c3cccs3)nc3cccnc32)C1 (centres undefined)	3	-4
COc1ccc(C(=O)N2CCN(c3ccc(-c4nc(C)cs4)cn3)CC2)cc1	3	-1
O=C(Nc1ccc([N+](=O)[O-])cc1Br)c1cc2ccccc2o1	6&-2	-1&-4
Cc1ccc(-n2c3nc(=O)[nH]c(=O)c-3cc3c(Cl)cccc32)cc1	9	-11
CCc1noc(-c2cccnc2N2CCCN(C(=O)c3ccc(F)c(Cl)c3)CC2)n1	-4	-9
CCc1cc(C2CCCN2C(=O)Cc2ccccc2OC)on1 (centres undefined)	6	-2
Cc1ccc(N2CCCN(Cc3ccccc3F)C2=O)c(NC(=O)C(C)C)c1	2	-2
COc1ccc(OC)c(C2Nc3ccccc3NC3=C2C(=O)CC(c2ccc(Cl)cc2)C3)c1 (centres undefined)	22	-6
COc1ccc(S(=O)(=O)Nc2ccc3c(c2)OCO3)cc1Br	24	nt
Cc1cc(Cl)ccc1OCC(=O)N1CCn2c(C)nnc2C1	-6	-4
O=C(NCC(F)(F)F)C1CN(C(=O)c2ccc(F)c(F)c2)C1	-12	-2
Cc1noc(C)c1S(=O)(=O)N1CCC(CC(=O)N2CCN(c3ncccn3)CC2)CC1	-1	-3
Cc1ccc(-c2nc(NCc3cccnc3)c3ccccc3n2)cc1	16	-2
O=[N+]([O-])c1cccc(C2CC(c3ccccc3F)n3c(nc4ccccc43)N2)c1 (centres undefined)	14	2
O=C(O)CCCCCNS(=O)(=O)c1ccccc1C(F)(F)F	-5	5
CC12C(=O)OC(=O)C1(C)C1CCC2O1 (centres undefined)	nt	-8&-10
Cc1nnc(NC(=O)C2CCCN(c3ccc(-n4ccnc4)nn3)C2)s1 (centres undefined)	-11	-11
Cn1nc(C(F)(F)F)cc1OC(=O)c1ccccc1Cl	nt	-8
O=c1c(=Cc2ccncc2)sc2nc3ccccc3n12	-9	0
COc1cccc(-c2cc3n(n2)CCCN(C(=O)Cc2ccccc2OC)C3)c1	16	-2
COc1ccc(NC(=O)C2(N(C(=O)Cn3nnnc3N)c3ccc(OC)cc3)CCCCC2)cc1	21	1
O=C1C(=C2CCCC2)CCC1=C1CCCC1	-4	nt
COc1ccc(Nc2ncnc3c2cnn3Cc2ccccc2)cc1	3	-5
CCOc1ccc(NC(=O)C2CCN(c3c(C#N)cnc4ccccc34)CC2)cc1	-1	0
O=C(Nc1cc(F)cc(F)c1)C1CCN(c2nccnc2Oc2ccccc2)CC1	2	-2
CCOc1ccc2nc(C(=O)N3CCN(C4CCCCC4)CC3)sc2c1	-1	1
COCCC(=O)N1CCCN(C2CCN(Cc3ccc(F)cc3)C2=O)CC1 (centres undefined)	25	-2
CC1CC(C)CN(CC(=O)N2CCCc3c2c(=O)oc2ccc(O)cc32)C1 (centres undefined)	-3	-6
COc1cc(C)c(CN2CCCCC2)cc1C	-3	-1
Cc1cc(C(F)(F)F)c(C#N)c(SCC(=O)c2ccc([N+](=O)[O-])cc2)n1	21	3
CCSc1nnc(NC(=O)Cn2cnc(C(C)C)cc2=O)s1	-6	-6
Cc1ccc(/C=C/C2=NC(=C\c3ccco3)/C(=O)O2)cc1	-3	1
COCCN1CCC(N2CCCN(C(=O)Nc3cc(C)ccc3C)CC2)C1=O (centres undefined)	-1	6
CCOc1ccc(NC(=O)c2cccnc2N2CCNC(c3ccccc3)C2)cc1 (centres undefined)	27	0
O=[N+]([O-])c1ccc(S(=O)(=O)N2CCN(c3cccc(Cl)c3)CC2)cc1	12	2
COc1ccc(-c2cn(CC(=O)Nc3ccccc3)c(=O)o2)cc1	3	6
Cc1ccccc1NC(=O)C1CCCN(c2ncc(-c3ccc(F)cc3)cn2)C1 (centres undefined)	-10	3
FC(F)(F)c1ccc(Cl)c(-c2ccc(C=Nc3ccc(Cl)cc3)o2)c1	nt	-2
Cc1ccccc1C(=O)NCCN(C)C	1	-5
Cc1ccc2nc(-c3ccc(N=c4oc5c(C)ncc(CO)c5cc4C(N)=O)cc3)sc2c1	-1	-6
COc1ccc(Br)cc1C(=O)Nc1cc2cccc([N+](=O)[O-])c2oc1=O	-7	1
Cc1nn(-c2ccc(C(=O)NCc3ccc(F)cc3)cc2)c2c1C(=O)CC(C)(C)C2	6	8
CC(=O)C1=C(C(=O)O)SC2=C(CCCC2)N1	0	nt
O=C1CCC[C@H]2C[C@H](NCc3ccco3)CC[C@]23CCCN13	-4	-8
O=C(c1cc(C2CC2)n(CC(=O)N(Cc2ccccc2)c2ccccn2)n1)N1CCOCC1	-6	-6
O=C(Nc1ccc(O)cc1)c1ccccc1F	-3	-4

Additional results follow.
SMILES	mHTT-CaM PPI inh	Pf apPOL block
C/C(=C\C(=O)c1ccccc1)NCc1ccc(F)cc1	-12	-5
Cc1oc(C2CCN(C(=O)c3ccc(F)cc3)CC2)nc1C(=O)N1CCOCC1	-6	4
CSc1ccccc1NC(=O)C(=O)NCc1c(F)cccc1F	-9	-4
COCCn1c(C2CCN(S(=O)(=O)c3ccc(C)c(Cl)c3)C2)nc2cccnc21 (centres undefined)	2	-4
CCNC(=O)c1cc(OC)c(OC)c(OC)c1	-3	-1
N#CC(=NCCC1=CCCCC1)C1=C(O)c2ccccc2C1=O	nt	1
Nc1nc(N(c2ccccc2)c2ccccc2)nc(C(F)(F)F)n1	-1	nt
COCC(O)CS(=O)Cc1ccccc1 (centres undefined)	-8	-1
O=C(NCc1cc(F)cc(F)c1)c1ccn2c(-c3cc(F)cc(F)c3)nnc2c1	0	-2
CCCOc1ccc(CSc2nc3ccccc3[nH]2)cc1	-12	-4
O=C1C2CC=CCC2C(=O)N1c1ccc(Cl)c(C(F)(F)F)c1 (centres undefined)	-11	0
O=S(=O)(Cc1nc(-c2cccc(Cl)c2)no1)c1ccc(F)cc1	-14	-8
COc1ccc(Br)cc1C=C1Oc2cc(OCC(=O)OC(C)C)ccc2C1=O	-10	-7
COc1ccc(Nc2nc(Cl)nc(Nc3ccc(OC)cc3)n2)cc1	4	-2
O=C(CSc1nc2c(cnn2-c2ccccc2)c(=O)[nH]1)Nc1ccccc1C(F)(F)F	2	1
CC1CCN(CCCNC(=O)CCS(=O)(=O)Cc2ccccc2F)CC1	-8	-16
CN(CCO)CC1COCCN1C(=O)CC1CCCCC1 (centres undefined)	1	-7
COC(=O)c1cc(OCc2ccccc2)c2cc(C)ccc2n1	1	-2
O=C(c1cc2c(s1)CCC(C(=O)N1CCN(C3CCCC3)CC1)C2)N1CCCCCC1 (centres undefined)	10	-4
Cc1ccccc1N1CCC(C(=O)N2CCN(Cc3ccccc3)CC2)C1=O (centres undefined)	3	0
C[C@H]1CCC(=O)N([C@H](CSc2ccccc2)Cc2ccccc2)CC1	-8	-7
COc1ccccc1C(=O)NCc1cccnc1-c1ccc(F)cc1	-10	-4
CCn1c(=O)c2c(ncn2Cc2ccc(C)cc2)n(-c2cccc(F)c2)c1=O	4	-2
Cc1cc(F)ccc1NC(=O)CN1CCc2ccccc2C1C(=O)N1CCC(C)CC1 (centres undefined)	8	-6
Cc1onc(-c2ccccc2)c1C(=O)Nc1ccn(Cc2ccc(F)cc2)n1	-4	2
COc1ccc(C(=O)CSc2nnnn2-c2cccc(C)c2)cc1	-22	-2
CC(C(=O)N1CCC(CCOc2ccncc2)CC1)c1ccccc1 (centres undefined)	0	-2
FC(F)(F)c1cc(-c2ccco2)nc(NCc2cccnc2)n1	5	-7
CN(C)c1ccc(C=C2SC(=NCc3ccccc3)NC2=O)cc1	-2	-16
Cc1ccc(CNC(=O)N2CCC3(CC2)NC(=O)c2ccc(F)cc2N3C)cc1	14	-5

Rewritten as a markdown table: 4 of the compounds above
| compound | mHTT-CaM PPI inh | Pf apPOL block |
| --- | --- | --- |
| Cc1onc(-c2ccccc2)c1C(=O)Nc1ccn(Cc2ccc(F)cc2)n1 | -4 | 2 |
| COc1ccc(C(=O)CSc2nnnn2-c2cccc(C)c2)cc1 | -22 | -2 |
| CC(C(=O)N1CCC(CCOc2ccncc2)CC1)c1ccccc1 (centres undefined) | 0 | -2 |
| FC(F)(F)c1cc(-c2ccco2)nc(NCc2cccnc2)n1 | 5 | -7 |

Next part
SMILES	mHTT-CaM PPI inh	Pf apPOL block
O=C(Nc1ccc2oc(-c3ccc(F)cc3)nc2c1)c1cccc(Cl)c1	-1	8
Cn1c(=O)c(-c2nc(-c3ccc(Cl)c(F)c3)no2)c(O)c2ccccc21	-12	-1
COc1cc(C2C(C#N)=C(N)Oc3cc(N)ccc32)ccc1O (centres undefined)	18	-5
Cc1nc(SCc2ccccc2)c(C#N)c(C)c1Cl	-46	0
COc1ccc(-n2nc(C(=O)NCc3cccnc3)c3ccccc3c2=O)c(OC)c1	3	-4
Cc1cc(C)n(-c2nc3c(c(=O)n(C)c(=O)n3C)n2Cc2ccc(F)cc2)n1	5	1
COc1ccc(C(=O)N2CCC3(C2)C(=O)N(C)c2ccccc23)cc1OC (centres undefined)	-6	-4
COCc1noc(C2CCCCN2Cc2nc(-c3cccnc3)no2)n1 (centres undefined)	0	-5
O=C1CSC(=O)N1C1CCCCC1NC(=O)C12CC3CC(CC(C3)C1)C2 (centres undefined)	2	1
COc1ccc(Cl)cc1NC(=O)C1=C(C)NC(=O)NC1c1ccccc1C (centres undefined)	-1	-3
Cc1cccc(CN2CCCn3nc(C(=O)NCCCN4CCOCC4)cc3C2=O)c1	-2	-2
COc1cccc(C(=O)N2CCN=C2SC)c1OC	5	-3
CC(C)(C)C1CCC2(CC1)NC(=O)N(CC(=O)NCc1ccccc1F)C2=O (centres undefined)	-5	-6
CC(C)CC1(C(=O)O)NC(c2ccc(F)cc2)C2C(=O)N(c3ccccc3Cl)C(=O)C21 (centres undefined)	3	1
CCC(CC)C(=O)N1CCc2c(c(-c3nc(-c4ccccc4F)no3)nn2C)C1	2	-5
COCCC1CCN(C(=O)CCC2CCCCC2)CC1	-11	-3
COC(=O)c1ccccc1SC(=O)c1cnc2n(c1=O)CCS2	nt	0
CC(=O)N1CCC(N2CCN(c3cccc(Cl)c3)CC2)CC1	-8	0
Cc1cc(C)c(S(=O)(=O)NCCC2CCN(C(=O)NC3CCCCC3)CC2)c(C)c1	8	-4
O=C(c1ccsc1)N1CCN(c2nnc3ccc(Cl)cn23)CC1	2	1

7 entries picked at random from the list so far, as already listed:
SMILES	mHTT-CaM PPI inh	Pf apPOL block
Cn1c(=O)c(-c2nc(-c3ccc(Cl)c(F)c3)no2)c(O)c2ccccc21	-12	-1
Cc1cc(Cl)ccc1OCC(=O)N1CCn2c(C)nnc2C1	-6	-4
O=C1C(=C2CCCC2)CCC1=C1CCCC1	-4	nt
O=[N+]([O-])c1cccc(C2CC(c3ccccc3F)n3c(nc4ccccc43)N2)c1 (centres undefined)	14	2
COc1ccc(OC)c(C2Nc3ccccc3NC3=C2C(=O)CC(c2ccc(Cl)cc2)C3)c1 (centres undefined)	22	-6
O=C(Nc1ccc(O)cc1)c1ccccc1F	-3	-4
O=c1c(=Cc2ccncc2)sc2nc3ccccc3n12	-9	0

Following part:
SMILES	mHTT-CaM PPI inh	Pf apPOL block
Cc1c(Cl)cccc1NC(=O)N1CCN(C2=CC3=NCC(C)N3C=N2)CC1 (centres undefined)	0	-4
O=[N+]([O-])c1c(N2CCCCC2)c([N+](=O)[O-])c2nsnc2c1N1CCCCC1	34	1
CC(C)NC(=O)c1ccccc1OCC1CCN(C(=O)C(C)C)CC1	-9	-3
CCOc1ccc(C(=O)Nc2c3c(nn2-c2cccc(Cl)c2)CS(=O)(=O)C3)cc1OCC	15	-6
O=C1C2C(c3ccccc3)OC3(C(=O)c4ccccc4C3=O)C2C(=O)N1c1ccc(F)cc1 (centres undefined)	27	-2
COCc1nnc(NC(=O)c2ccccc2Cl)s1	-3	-3
Cc1ccc(S(=O)(=O)NC2CCN(c3ccccc3)C2=O)cc1 (centres undefined)	-4	-5
CC1(C)C2CCC1(C)C(OCC(O)CN1CCN(c3ccccc3F)CC1)C2 (centres undefined)	47	-3
c1ccc(COc2ccc(OCCn3ccnc3)cc2)cc1	14	0
CCn1ccc2sc(C)c(C(=O)NCc3ccccc3)c2c1=O	0	-5
CC(C)Oc1ccc(NC(=O)COc2ccccc2[N+](=O)[O-])cc1	25	-13
COc1ccc(OC)c(S(=O)(=O)Oc2ccc(C#N)cc2)c1	nt	-7&1
O=C(COc1ccccc1)N1CCC(OCc2nc(C3CC3)no2)CC1	-2	-5
O=C(Nc1ccc(F)cc1)C1CCCN(c2nnc3ccc(Cl)cn23)C1 (centres undefined)	8	8
Cc1ccc(N2C(=O)CC(Sc3ccccc3C(=O)O)C2=O)c(Br)c1 (centres undefined)	0	-2
CCOc1ccc(C(=O)Nc2c3c(nn2-c2ccc(Cl)cc2)CS(=O)(=O)C3)cc1	-2	-2
CC1CCN(C(=O)C2c3ccccc3CCN2CC(=O)NCc2ccccc2F)CC1 (centres undefined)	17	1
Cc1ccc2nc(NC(=O)c3cnccn3)sc2c1	4	2
O=C(Nc1ccc(F)cc1)c1cc2cc(Cl)cc(Cl)c2oc1=O	-4	1
CCSC(=O)NC1CCCCC1	nt	5
Clc1ccc(CSc2ccc(-c3ccccn3)s2)cc1	nt	4
Cc1ccc(Cl)cc1NC(=O)N1CCCC(C)(C(=O)NCc2ccccc2)C1 (centres undefined)	-6	4
CC(C)(C)c1ccc(CNS(=O)(=O)c2ccc(N3CCCC3=O)cc2)cc1	-2	-4

One compound at a time, as listed above:
`O=C(COc1ccccc1)N1CCC(OCc2nc(C3CC3)no2)CC1` is listed as mHTT-CaM PPI inh: -2; Pf apPOL block: -5
`CC1CCN(C(=O)C2c3ccccc3CCN2CC(=O)NCc2ccccc2F)CC1` (centres undefined) is listed as mHTT-CaM PPI inh: 17; Pf apPOL block: 1
